# Screening data (PubChem BioAssay)
# Jurkat NFkB inh: inhibitors of induced NF-kB luciferase reporter, primary screen, TCR NF-kB activation inhibitor project, cell-based, luminescence, uHTS | Jurkat, PMA/ionomycin-induced NF-kB luciferase reporter | inhibition, % at 4 µM | actives 0.53% (n = 330,000); in the data active = inhibition above about 50%
# Mdm2-MdmX inh: inhibitors of human Mdm2-MdmX association, primary screen, cell-based, luminescence, split luciferase, SaOS-2, uHTS; Protein Mdm4 (Homo sapiens) + E3 ubiquitin-protein ligase Mdm2 (Homo sapiens), …; SaOS-2 split-luciferase Mdm2/MdmX complementation; inhibition, % at 8 µM; actives 3% (n = 330,000);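 active = inhibition of at least 50% at 8 µM in the primary screen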
# 697 NFkB inh: inhibitors of PMA/ionomycin-induced NF-kB reporter, 697 cells, primary screen, B-cell NF-kB inhibitor project, cell-based, luminescence, uHTS. 697 B-cell NF-kB luciferase reporter, 16 h. inhibition, % at 4 µM. actives 0.33% (n = 330,000). AID 435022, 2010; in the data active = inhibition above about 35%
# tim23-1 inh: growth inhibitors of tim23-1 mutant yeast, primary screen, luminescence, uHTS | S. cerevisiae tim23-1 growth, BacTiter-Glo luminescence, 24 h | inhibition, % at 20 µM | actives 1.3% (n = 330,000) | AID 463212, 2010;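 active = growth inhibition of the mutant yeast at or above 50%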;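 also: temperature-sensitive mutant grown at 25 °C; plate controls were DMSO-treated mutant yeast for no effect and medium wells lacking yeast for full effect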
# CHOP UPR activ: activators of apoptotic CHOP UPR arm, primary screen, cell-based, CHO-CHOP luciferase reporter, luminescence, uHTS. actives 0.34% (n = 330,000). UPR activation; percent of tunicamycin response over DMSO baseline. activation, % at 10 µM. AID 449763, 2010;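 active = at 10 µM dose, activation of 40% or more, normalized to positive control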;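 also: 100% = tunicamycin at 10 µg/mL and 0% = DMSO alone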
#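 System: CHO CHOP reporter cells. Amount: 500 cells per well. Buffer or medium: F12 medium, 10% FBS. Compound dosing: one dose, 10 µM in 0.5% DMSO. Incubation: 6 h compound exposure at 37 °C after overnight seeding. Technique: Steady-Glo luciferase luminescence. Benchmarks: tunicamycin and DMSO controls.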
# APJ ag: agonists of human apelin receptor APJ, primary screen, CHO-K1 cells, PathHunter beta-arrestin, luminescence. 0% DMSO wells, 100% apelin. activation, % at 20 µM. actives 0.11% (n = 330,000);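 active = activation more than six SD over the plate average, tested at 20 µM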;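 also: 0% = DMSO alone and 100% = apelin-13 at 10 nM; some results filed as inactive read as strong as hits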
# Target sequence (P35414 whole entry, looked up): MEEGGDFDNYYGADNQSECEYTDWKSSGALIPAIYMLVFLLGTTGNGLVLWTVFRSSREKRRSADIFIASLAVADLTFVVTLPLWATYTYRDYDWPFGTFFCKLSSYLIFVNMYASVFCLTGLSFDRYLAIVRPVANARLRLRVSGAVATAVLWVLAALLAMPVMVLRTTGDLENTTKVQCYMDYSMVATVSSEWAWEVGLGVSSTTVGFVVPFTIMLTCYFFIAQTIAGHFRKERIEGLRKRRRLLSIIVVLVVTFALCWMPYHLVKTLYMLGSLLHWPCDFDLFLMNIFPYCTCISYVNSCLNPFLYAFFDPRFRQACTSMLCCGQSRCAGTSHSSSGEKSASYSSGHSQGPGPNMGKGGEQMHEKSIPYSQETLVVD
#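 assay system = CHO-K1 APJ beta-arrestin complementation cell line | input = cell density 1000 per well | dosing = compound 20 µM once, DMSO 1% | timing = compound 90 min 25 °C, reagent 1 h | measured by = luminescence from split beta-galactosidase complementation, Galacton Star/Emerald II substrate | read-out basis = APJ agonist activity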
# APJ antagonist: antagonists of human apelin receptor APJ, primary screen, CHO-K1 cells, beta-arrestin complementation, luminescence. actives 0.32% (n = 330,000). inhibition, % at 20 µM;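 active = inhibition above about 40% at 20 µM, limit read from the data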;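 also: cells challenged with 10 nM apelin-13 agonist together with compound; plate controls were apelin-13 plus DMSO wells for no effect and DMSO wells lacking apelin-13 for full effect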
# UPR XBP1 act: activators of adaptive XBP1 UPR arm, primary screen, cell-based, CHO-XBP1 luciferase reporter, luminescence, uHTS. IRE1-XBP1 UPR activation; percent of tunicamycin response, DMSO as zero. actives 0.33% (n = 330,000). activation, % at 20 µM;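 active = versus positive control, 20 µM dose yields 30% or more activation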;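 also: 100% = tunicamycin at 10 µg/mL and 0% = DMSO only wells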
#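 Assay system: CHO-XBP1 luciferase reporter cells; Schedule: 6 h treatment, 37 °C; Detection: glow luminescence from Steady-Glo reagent; Benchmarks: high control tunicamycin 10 µg/mL final, low control DMSO vehicle only.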
# * = called active by the depositor.
SMILES,Jurkat NFkB inh,Mdm2-MdmX inh,697 NFkB inh,tim23-1 inh,CHOP UPR activ,APJ ag,APJ antagonist,UPR XBP1 act
COc1ccc(S(=O)(=O)N(CCc2ccccc2)CC(=O)O)cc1OC,7,18,7,11,-0.7,-1,17,-2
O=S(=O)(c1ccc(Nc2ccc3c(c2)OCO3)nc1)N1CCOCC1,-7,3,-6,12,1.1,2,-5,2
O=C(c1cc2ccccc2cc1OCC(O)CN1CCCCC1)N1CCCCC1 (stereo not drawn),5,5,-11,-1,0.1,-2,4,0
O=C(N1CCCCC1)N1CCC(c2nc3ccccc3[nH]2)CC1,2,-27,24,5,1.7,-2,7,-1
CC(=O)Nc1ccc(S(=O)(=O)N(C)CC(=O)OCC(=O)N(C)C2CCS(=O)(=O)C2)cc1 (stereo not drawn),-8,-8,0,8,-1.5,-3,0,1
O=C(CN1C(=O)NC2(CCCC2)C1=O)Nc1cc(S(=O)(=O)N2CCOCC2)ccc1OCC(F)(F)F,0,-20,-17,5,-0.7,5,-3,-1
COCCCN1C(=O)N(c2ccc(F)cc2)C(=O)C1CC(=O)Nc1ccc(OC)cc1 (stereo not drawn),-15,15,2,5,-1.6,1,9,-4
O=C(COC(=O)c1cc([N+](=O)[O-])ccc1NCCO)Nc1cccc(S(=O)(=O)N2CCCC2)c1,7,22,2,7,2.6,11,-4,2
CCC(=O)Nc1ccc(NC(=O)CCc2ccccc2)cn1,-8,-7,-1,2,2.5,0,12,-6
CCCn1nc(Oc2nc(N(C)C)nc(N(C)C)n2)ccc1=O,10,46,10,-4,-1.0,-2,25,-1
COc1cc(OC)cc(C(=O)O/N=C(\N)c2cccc(C)c2)c1,-14,73*,-29,86*,5.3,6,-29,2
CC(C)(C)NC(=O)c1cc(NC(=O)c2ccco2)cc(NC(=O)c2ccco2)c1,-4,11,9,13,-2.6,4,4,1
CC(=O)c1ccc2oc3ccccc3c(=O)c2c1,-37,-43,-38,11,3.1,5,-10,2
CC(=O)c1c(C)[nH]c(C(=O)OCc2ccc([N+](=O)[O-])cc2)c1C,6,48,-20,12,4.9,1,1,1
CCCCN(C(=O)c1ccc(C#N)cc1)c1c(N)n(CCC)c(=O)[nH]c1=O,-21,-33,-21,31,0.8,0,9,-2
COCCN(C(=O)C(C)C)c1nnc(-c2cccc(C)c2)s1,-36,2,3,-9,-0.1,-3,3,0
CCCC(C)C(=O)Nc1cc(S(=O)(=O)N2CCCCC2)ccc1N1CCOCC1 (stereo not drawn),22,-20,-1,-1,0.7,-3,12,-3
Cc1ccccc1NC(=O)NCCc1c[nH]c2ccccc12,16,39,18,9,2.6,1,-8,2
CCOCCCNC(=O)c1ccc(NC(=O)C2=CSCCO2)cc1,-19,7,-9,10,2.2,0,13,-3
O=C(CSc1ccc2nnc(-c3ccccc3)n2n1)NCc1ccc2c(c1)OCO2,7,-17,5,-7,-0.4,-4,0,-2
Cn1c(SCc2cccc(Br)c2)nnc1-c1ccncc1,-4,26,1,12,0.6,-2,1,1
COc1ccc(NC(=O)c2cccnc2)cc1,-5,-14,-5,-11,3.2,2,0,2
Cc1[nH]c2ccc(F)cc2c(=O)c1SC(F)(F)C(F)F,6,22,11,8,7.5,-1,-3,1
O=C(NCc1n[nH]c(=S)n1-c1ccc(Cl)c(Cl)c1)c1ccc(S(=O)(=O)N2CCOCC2)cc1,1,-36,-12,-6,-0.3,0,10,-1
O=C(NNC(=O)c1cc2c(s1)CCCC2)c1ccccc1,-24,-9,-30,11,6.5,0,16,6
CCOC(=O)C1CCCN(C(=O)COC(=O)c2cc(=O)c3ccccc3o2)C1 (stereo not drawn),-1,16,-10,-8,-2.4,-6,13,-1
Cn1cc(C(=O)NCc2ccccc2F)cn1,-4,10,-3,4,4.7,-2,-4,-1
Cc1cc(-c2cccc(Br)c2)c(C#N)c(N)n1,3,7,-1,-1,2.1,-4,4,2
COc1ccc(/C=c2/sc3n(c2=O)C(c2ccccc2OC)C2=C(N=3)c3ccccc3CC2)cc1O (stereo not drawn),70*,70*,-15,19,2.9,-4,-5,2
Cc1cc(C)n2nc(SCC(=O)c3cc(C)n(CC4CCCO4)c3C)nc2n1 (stereo not drawn),7,-10,-3,8,-0.4,0,5,-2

# An excerpt from above, reduced to APJ antagonist, CHOP UPR activ and Mdm2-MdmX inh:
SMILES | APJ antagonist | CHOP UPR activ | Mdm2-MdmX inh
O=S(=O)(c1ccc(Nc2ccc3c(c2)OCO3)nc1)N1CCOCC1 | -5 | 1.1 | 3
O=C(CN1C(=O)NC2(CCCC2)C1=O)Nc1cc(S(=O)(=O)N2CCOCC2)ccc1OCC(F)(F)F | -3 | -0.7 | -20
COc1ccc(/C=c2/sc3n(c2=O)C(c2ccccc2OC)C2=C(N=3)c3ccccc3CC2)cc1O (stereo not drawn) | -5 | 2.9 | 70*
Cc1[nH]c2ccc(F)cc2c(=O)c1SC(F)(F)C(F)F | -3 | 7.5 | 22

# (list continues)
SMILES,Jurkat NFkB inh,Mdm2-MdmX inh,697 NFkB inh,tim23-1 inh,CHOP UPR activ,APJ ag,APJ antagonist,UPR XBP1 act
COc1cc(C)c(Br)cc1S(=O)(=O)NCCCN1CCOCC1,-31,-2,-6,10,-0.4,-3,-30,-1
Cc1cc[n+]2c3c(cccc13)CCC2,-12,13,9,7,0.9,2,10,-3
CNc1oc(-c2ccccc2)nc1C#N,-6,5,-14,4,-0.8,-1,9,-3
O=C(Nc1cccc(Cl)c1N1CCCCC1)c1ccc2c(c1)OCCO2,8,19,19,11,-2.1,-4,11,7
CCN(C(=O)COC(=O)/C=C/c1ccc(O)c(OC)c1)C1CCS(=O)(=O)C1 (stereo not drawn),10,14,-8,5,-1.0,-2,-8,0
O=C(NCCCn1ccnc1)/C(=C/c1ccco1)NC(=O)c1cccs1,4,-4,-7,5,0.9,-4,16,3
COc1ccc(NC(=O)Cc2nnc(SCC(=O)Nc3cc(C)ccc3OC)n2C)cc1,5,20,15,9,3.4,-2,-19,-3
COC(=O)c1cc(S(=O)(=O)Nc2cccc(C)c2C)cn1C,1,23,1,2,-0.7,-2,8,-1
CCn1c(N)c(C(=O)NCc2ccco2)sc1=S,6,16,-5,-12,-0.6,-5,9,1
Cc1ccc(NC(=S)NC(=O)/C=C/c2ccco2)c(O)c1,-15,-23,-33,37,2.0,-5,9,-2
O=C(CNS(=O)(=O)c1ccccc1)OCC(=O)c1ccc(F)cc1,-1,2,-4,11,-0.5,-3,15,0
Clc1ccc(OCCSc2nnnn2C2CCCCC2)cc1,-22,-10,-19,10,3.7,-3,-14,2
Cc1cccc(S(=O)(=O)Nc2ccc3c(c2)OCCO3)c1,-17,8,-24,4,2.1,-1,3,0
COc1ccc(/C=C(/NC(=O)c2ccc([N+](=O)[O-])cc2)C(=O)NC(C)(C)C)cc1,-8,7,13,8,-1.7,1,-41,-1
COc1ccc(NC(=O)COC(=O)c2ccc(-n3nc(C)cc3C)cc2)cc1OC,-3,3,11,2,-2.7,-2,-17,-4
O=C(O)CCCC(=O)N(Cc1ccccc1)Cc1ccccc1,7,8,2,24,-2.3,-2,7,-2
CCOC(=O)c1ccc(NC(=S)Nc2ccccn2)cc1,-43,-38,-63,-9,4.6,-2,0,0
Cc1cc(C)nc(SCCS(=O)Cc2ccc(Cl)cc2)n1 (stereo not drawn),-23,0,11,-9,-0.7,-2,7,-2
Cn1cccc1Cc1nnc(SCC(=O)Nc2ccc3c(c2)OCO3)n1-c1ccc(F)cc1,3,1,-4,12,2.0,-1,10,0
CC(=O)NC12CC3CC(C1)CC(C(=O)OCC(=O)c1cc(C)n(C)c1C)(C3)C2,-162,-46,-144,11,0.6,-2,1,-3
CC(C)(C)c1ccc(OCC(=O)N2CCN(C=O)CC2)cc1,16,8,6,9,0.8,1,10,-1
CCOC(=O)N1CCN(C(=O)C2CCCN(S(=O)(=O)c3ccc(F)cc3)C2)CC1 (stereo not drawn),-13,14,35,8,0.4,-2,-16,-3
COc1ccc(Cl)cc1NC(=O)C(=O)NC1CCCCCC1,-10,15,4,18,0.1,-3,8,0
Cc1nnsc1SCC(=O)O,-11,25,4,7,-1.1,2,10,0
CC(C)c1cc(C(=O)O)n[nH]1,-12,6,10,3,-0.5,-4,1,-4
CCc1nccn1S(=O)(=O)c1ccc(Br)cc1Br,2,22,3,14,-0.1,0,1,-4
COc1ccc(S(=O)(=O)NCC(=O)N(Cc2ccco2)C(C(=O)NC(C)(C)C)C(C)C)cc1 (stereo not drawn),-2,-23,3,26,-1.7,2,2,2
Cc1cc(C)c(C)c(OCCn2ccnc2)c1,5,1,-13,0,-1.3,-3,17,-4
Cc1ccc(-c2noc(CCC(=O)Nc3ccccc3N3CCN(C)CC3)n2)cc1,5,-12,2,9,-1.4,3,13,4
COCCNC(=S)N1CCCC(CO)C1 (stereo not drawn),3,10,7,3,0.8,-1,5,-2
CCOc1ccc(-c2nc(-c3ccccc3C)no2)cc1,-167,-223,-267,24,-2.3,-2,15,-4
Cc1ccc(C)c(N(CC(=O)NC2CCCC2)S(=O)(=O)c2ccccc2)c1,-8,9,-25,29,0.8,-12,7,-5
Cc1cccc(N2C(=O)CCC2=O)c1,8,-5,4,2,1.5,0,5,0
CC(=O)Nc1ccc(S(=O)(=O)NC2=NCN(c3ccc([N+](=O)[O-])cc3)CN2)cc1,-7,63*,8,9,2.8,9,-10,1
COc1ccc(S(=O)(=O)N2CCOCC2)cc1NC(=O)CSc1ncnc2ccccc12,-15,25,-6,19,-1.5,0,11,-2
Cc1ccc(C)c(-n2ccnc2SCC(N)=O)c1,4,20,11,8,-0.3,-2,-8,-1
O=C1N(Cc2cccnc2)C[C@@H]2C[C@@H](c3ccc(-c4ccccc4)cc3)N3CCC[C@@]123,-20,-28,6,9,-1.5,-2,-9,0
O=C(Cn1ncc2c3ccccc3n(Cc3ccccc3)c2c1=O)NC1CCCC1,8,49,10,-10,4.2,-5,2,-2
Cc1ccc(C(=O)CCC(=O)Nc2ccccc2C)cc1C,-16,-41,-3,10,3.7,-1,1,-1
O=C(Nc1ccc(F)cc1)N1CCN2C(=O)c3ccccc3C12c1ccccc1 (stereo not drawn),0,21,-4,15,2.9,0,1,-5
N#Cc1ccccc1NC(=O)c1ccc(-c2ccccc2Cl)o1,-43,-91,-55,5,3.5,-4,17,11
NNC(=O)c1ccc(COc2ccccc2)cc1,-6,2,7,1,1.6,2,-16,1

# Ordered by length of the SMILES (ascending): some entries from above.
SMILES,Jurkat NFkB inh,Mdm2-MdmX inh,697 NFkB inh,tim23-1 inh,CHOP UPR activ,APJ ag,APJ antagonist,UPR XBP1 act
NNC(=O)c1ccc(COc2ccccc2)cc1,-6,2,7,1,1.6,2,-16,1
CCOc1ccc(-c2nc(-c3ccccc3C)no2)cc1,-167,-223,-267,24,-2.3,-2,15,-4
Cc1ccc(C)c(N(CC(=O)NC2CCCC2)S(=O)(=O)c2ccccc2)c1,-8,9,-25,29,0.8,-12,7,-5
COc1ccc(S(=O)(=O)N2CCOCC2)cc1NC(=O)CSc1ncnc2ccccc12,-15,25,-6,19,-1.5,0,11,-2
